Compound activity as filed in PubChem BioAssay.
Pf Dd2 inh: qHTS Primary assay for Inhibitors of Plasmodium falciparum Dd2 growth in vitro | P. falciparum Dd2 growth, SYBR Green, 72 h | Potency, µM (top dose mostly 28.9 µM), for inactives: top-dose activity, negative = inhibition, actives largely listed as inhibitors | 120,000 tested, 4.3% active | AID 1347417, 2020; active means well fitted inhibition curve with a large enough effect; inconclusive means small, poorly fitted or top-dose-only effect; inactive means no such curve, though single readings can be large or run the other way;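 further: plate controls were DMSO vehicle for no effect and reference drug for full effect; nearly all actives have a fitted effect of over 65% in size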
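Readout: SYBR Green fluorescence, 485 nm excitation, 535 nm emission, after ~16 h lysis at 37C. Before that, Dd2-infected red cells (2.5% hematocrit) grew 72 h with compound, 29 uM top final concentration.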
An asterisk follows results filed as active; i = inactive; ? = inconclusive; & = joins results of further samples; [ ] = another dose, or the depositor's remark. Potency means the concentration at half of the fitted maximal effect. These rows are one share of the data. The share of hits here may be higher or lower than overall.

SMILES | Pf Dd2 inh
Cc1ccc(CC(=O)N2CCC(Cc3nc(-c4ccccc4)no3)CC2)cc1 | -6%
Cc1noc(C)c1S(=O)(=O)N1CCc2nn(C)c(=O)n2CC1 | -5%
COc1cc(C)ccc1OCCSc1nc2ccc(NC(=O)c3ccccc3F)cc2s1 | ?
O=C(Nc1ccc(-c2nnc3n2CCCC3)cc1)c1ccccc1 | ?
O=C(Nc1cc(Cl)cc(Cl)c1)c1ccc(F)c(S(=O)(=O)N2CCCCCC2)c1 | ?
COc1cc2c(cc1NC(C)=O)C(c1ccc(Oc3ccccc3)nc1)CC(=O)N2 (stereo not drawn) | ?
Cc1ccc(NC(=O)c2c(Nc3ccccc3C)sc(C(=O)c3ccccc3)c2N)cc1 | ?
CN(Cc1ccnc2ccccc12)C(=O)c1cn(Cc2ccc(Cl)cc2)nn1 | ?
O=C1CC2CCCC(C1)N2C(=O)c1cc(F)ccc1Br | 1%[44.1 µM]
O=C(Cc1ccccc1)N(Cc1cccnc1)c1nc2c(F)cccc2s1 | ?
Cc1cc(C(=O)N2C[C@@H](COCC3CC3)[C@H](c3ccncc3)C2)c(C)o1 | ?
CCC(CC)NC(=O)C1Cn2cccc2C(=O)N1CC(C)C (stereo not drawn) | 6%
CCc1ccc(Oc2c(C(F)(F)F)oc3c(CN4CCC(C)CC4)c(O)ccc3c2=O)cc1 | 0.32µM*
CCOc1ccccc1NC(=O)N1CCC[C@H]1C(=O)N1CCCCCCNC(=O)CC1 | -4%
O=C(NCc1ccccn1)c1nc(-c2cccnc2)c2ccccn12 | -14%[44.1 µM]
CC(C)CNC(=O)C1COC2(CCCCC2)N1C(=O)c1cccc(Cl)c1 (stereo not drawn) | -23%
O=C(Cc1cccc(F)c1)NCCn1ccn2nc(-c3ccc(F)cc3)cc2c1=O | i
CN1C(=O)C(c2ccccc2)CC12CCN(C(=O)c1cccc(F)c1)CC2 (stereo not drawn) | -2%
COc1ccc(CCNC(=O)Cc2c(C)c3c(cc(C)c4c(C)c(C)oc43)oc2=O)cc1OC | 7%
CCc1nc2c(c(-c3ccc(O)cc3)n1)CCN(Cc1cccc(C(F)(F)F)c1)CC2 | ?
COc1ccc(-c2ccnc(N[C@H]3CO[C@H]4[C@@H]3OC[C@@H]4NS(=O)(=O)c3ccc(NC(C)=O)cc3)n2)cc1 | ?
CN(C)CC1(O)CCC2(CCN(C(=O)C3CCCC3)CC2)CC1 | -10%
O=C(NCc1cccnc1)C1CCC(=O)N(CCCN2CCCC2=O)C1 (stereo not drawn) | -1%
COCc1nc(-c2ccc(OC3CN(C(=O)NC(C)C)C3)cc2)no1 | i
O=[S+]([O-])(c1cccs1)N1CCC2(CC1)CC(Cc1ccccc1)=NO2 | -13%
COc1cccc(NC(=O)C2CC(=O)N(c3n[nH]c4cc(Br)ccc34)C2)c1 (stereo not drawn) | 10%
COC(=O)N1CCC2(C1)OC(=O)Nc1ccccc12 (stereo not drawn) | 1%[44.1 µM]
COc1ccc(-c2noc(CCC(=O)NCc3ccc(C)cc3)n2)cc1 | 36%[activator]
COc1ccc(N2CCN(C(=O)c3cccc(-n4c(C)nc5cccnc54)c3)CC2)cc1 | -13%
COc1cncc(Nc2ncc(-c3c(C)noc3C)c3c2OCC3)c1 | ?
COc1ccc(NC2CN(C(=O)OC(C)(C)C)C2)cc1 | -11%&-2%[44.1 µM]
COc1ccccc1N1CCN(C(=O)C[C@@H]2C[C@@H](C(C)C)[C@H](CC#N)C=C2C)CC1 | ?
CNC(=O)[C@@H]1CN(C(=O)Cn2c(=O)oc3ccccc32)C[C@H]1COC | -3%
CC(NC(=O)c1ccc2c(c1)N(Cc1cccc(F)c1)C(=O)c1ccccc1S2)c1ccccc1 (stereo not drawn) | -20%
Cc1ccc(C(=O)NC2=NC(c3ccc(C)cc3)CC(=O)N2)cc1 (stereo not drawn) | 7%
COCCn1c(C)cc(O)c(C(c2ccc(OC)cc2)N2CCN(c3ccccc3)CC2)c1=O (stereo not drawn) | i
O=C1[C@H]2CN(Cc3ccc(F)cc3)C[C@H]2C(=O)N1CCN1CCc2ccccc2C1 | ?
O=C1CC2CCN(Cc3c[nH]c4ccccc34)CC2CCN1 (stereo not drawn) | 8%[44.1 µM]
CC(C)CN1C(=O)c2cccn2CC1C(=O)NCC1CC1 (stereo not drawn) | -7%
CC(=O)Nc1ccc2nc(SCCOc3ccc(C)cc3)sc2c1 | i
Cc1ccc2nc(Cl)c3cc(C(=O)NCCCN(C)Cc4ccccc4)sc3c2c1 | 7.9µM*
O=C(O)c1cccc(-c2cnc3ccccc3c2)c1 | 31%[activator][44.1 µM]
Cc1nc(-c2cn(C3CCCN(C(=O)c4sccc4C)C3)nn2)no1 (stereo not drawn) | i
O=C(Nc1ccc2[nH]ccc2c1)C1=NO[C@@H]2CN(c3ccccn3)C[C@H]12 | ?
COc1ccc(-c2cnc([C@@H]3COCCN3Cc3ccc(NC(C)=O)cc3)[nH]2)cc1 | i
O=C(NC(C(=O)N1CCCCC1)C1CCN(C(=O)c2ccc(Cl)cc2)CC1)c1ccccc1 (stereo not drawn) | 5µM*
CCOCC(=O)N1CCc2n[nH]c(=O)n2CC1 | 51%[activator]
COC1CN(c2cccc(F)c2)C12CCN(C(=O)c1sc(C)nc1C)CC2 (stereo not drawn) | ?
O=C(CCc1cc2ccccc2[nH]c1=O)N1CCCCC1 | ?
O=C([C@H]1C[C@H](Oc2cccnc2)CN1C(=O)NC1CCCCC1)N1CCOCC1 | 26%

Further structures follow.
SMILES | Pf Dd2 inh
CC(=O)N1C[C@@H](C(=O)NCCc2c(C)noc2C)[C@H](c2nc(C)no2)C1 | -20%
C=CCc1ccccc1OCCN(C)Cc1nc(C)ccc1O | 8.9µM*
COc1cccc(Nc2ncc3c(n2)C(C)(C(=O)NCC2CC2)CC3)c1 (stereo not drawn) | i
C[C@H]1CN(S(=O)(=O)c2cccc(F)c2)C[C@@H]1c1nc(-c2ccccc2)no1 | i
O=C(Cc1cccc(Cl)c1)N1CCC2(CC1)CC(O)CCO2 (stereo not drawn) | -11%
COc1ccc(NC(=O)Cn2c(N(C)Cc3ccccc3)nc(C)cc2=O)cc1Cl | -4%
O=C1NCCN(Cc2ccccc2)C1CC(=O)N1CCN(c2ccccc2)CC1 (stereo not drawn) | -7%
COc1ccc(-c2cc(-c3c(C)noc3C)c3cncn3c2)cc1 | 5µM*
O=C1NCCN1C1CCN(Cc2cccnc2)CC1 | i
Cc1ccc(-n2ncc3c(N(C)C)ncnc32)cc1Cl | 73%[activator]
Cc1ccc(C)c(NC(=O)Nc2nnc(N(CC(C)C)CC(C)C)s2)c1 | ?
CCn1c(C)c(C)c2cc(C(=O)N3CCN(c4cccc(C)c4C)CC3)ccc21 | 9%
COc1cc2c(cc1Oc1ccccc1)NC(=O)C21CCN(C(=O)c2cnccn2)CC1 | i
COc1cc(CNc2ccc3[nH]c(=O)[nH]c3c2)cc(Br)c1OCc1ccccc1F | -23%
Cn1cc(-c2cc3c(ccn3C)c(C(=O)NCCc3cnc[nH]3)n2)cn1 | 3%[44.1 µM]
O=C(Nc1ccc2nn(-c3ccccc3)nc2c1)c1cc2ccccc2o1 | 44%[activator]
COc1ccc(N2CC(C(=O)NCc3nnnn3-c3ccc(C)c(C)c3)CC2=O)cc1 (stereo not drawn) | i
COc1cccc(NC(=O)Cc2c[nH]c3ncc(-c4cccnc4OC)cc23)c1 | i
Cc1cnccc1NCCNc1ncncn1 | 4%
CCOc1ccccc1C1C(C(=O)N2CCCCC2)=C(C)Nc2nc3ccccc3n21 (stereo not drawn) | ?
O=C1CCC2(CNC(=O)C3CCOCC3)CCCC=C2N1 (stereo not drawn) | 14%
Cc1ccc(-c2nnc(C3CN(C(=O)c4ccccc4C)CC34CCOCC4)o2)cc1 (stereo not drawn) | ?
CC(C)CN1C(=O)CO[C@H](c2ccc(NC(=O)c3ccc(C(F)(F)F)cc3)cc2)[C@H]1CO | -11%
O=C(CC1CCCC1)NC1CCCN(c2cc(N3CCCC3)ncn2)C1 (stereo not drawn) | -3%[5.79 µM]
CC(C)Oc1ccc(CNC(=O)c2ccc3c(c2)nc2n3CCCCC2)cc1 | -15%
Cc1c(C(=O)N(Cc2ccc(N(C)C)cc2)CC2CCCO2)oc2ccc(Cl)cc12 (stereo not drawn) | -24%
c1ccc(CN2CC[C@H](c3nnc(-c4ccncc4)o3)C2)cc1 | i
COc1ccc(NC(=O)CCn2c(=O)c3cccn3c3cccnc32)c(OC)c1 | -10%
CCC1Oc2ccc(NC(=O)Cc3cccc(OC)c3)cc2CN(Cc2ccc3c(c2)OCO3)C1=O (stereo not drawn) | i
O=C(c1cnccn1)N1CCc2[nH]nc(C(c3ccccc3)c3ccccc3)c2C1 | ?
CN1C(=O)CCC2(CNC(=O)Nc3ccccc3)CCC=C12 (stereo not drawn) | -12%
COc1cccc(OCc2nc3c(n2Cc2ccccc2)C(=O)N(Cc2cccc(Cl)c2)CCN3)c1 | 13µM*
Cc1ccc(C)c(S(=O)(=O)N2CC(c3nc(Cc4ccccc4)no3)C2)c1 | -15%
CC1=C[C@@H](CNC(=O)c2cnccn2)[C@H](C(C)C)C[C@H]1Cc1nnc(-c2ccccc2F)o1 | -6%
CC(=O)N1CCCc2cc(S(=O)(=O)N3CCC(C(=O)Nc4c(C)cccc4C)CC3)ccc21 | -9%
CN1C(=O)[C@@H]2C[C@@H](CN2Cc2ccccc2)Oc2ccccc21 | i
CC(=O)N1CCC(Oc2ccc(Cl)cc2C(=O)N2CCN(CC3CC3)CC2)CC1 | 4%
COc1ccc(CN2CCc3oc(C)c(C(=O)NCc4cccnc4)c3C2)cc1 | 11µM*
CCC(=O)N1CCc2ccc(C(=O)NC3CC3)cc21 | i
Cc1nccn1CCN(C)Cc1cc2n(n1)CCNC2 | ?
COc1cccc(N2C(=O)NC(=NC3CCCCC3)C23CCCN(Cc2ccc(N(C)C)cc2)C3)c1 (stereo not drawn) | 11µM*
O=C(O)Cn1ccc2cc(OCc3cccc(-c4ccc(F)c(Cl)c4)c3)cnc21 | -30%[44.1 µM]
CCN(C(=O)Cn1c(=O)nc(-c2ccccc2)c2cc(Cl)ccc21)c1cccc(C)c1 | i
NCCC(=O)N1CCC(n2nccc2NC(=O)Nc2ccccc2Cl)CC1 | -5%
COc1ccccc1NC(=O)Cn1c(=O)n(CC(=O)NCc2ccccc2Cl)c(=O)c2sccc21 | 21%
CCCc1noc(-c2ccn3c(CNC(=O)c4cccc(Cl)c4)nnc3c2)n1 | ?
CCc1ccc(CNC(=O)c2cnc3sc4cc(OC)ccc4n3c2=O)cc1 | -5%
COCc1ncc(C)n1CCNC(=O)c1cc(-c2cccc(Cl)c2)n[nH]1 | ?
COc1ccc(OC)c(NC(=O)Cn2c(N3CCc4ccccc4C3)nc(C)cc2=O)c1 | i
CCc1cccc(C)c1NC(=O)C1CCN(S(=O)(=O)c2cc(Br)cc3c2N(C(C)=O)CC3)CC1 | -25%

Some of the entries above, reformatted.
COc1cccc(N2C(=O)NC(=NC3CCCCC3)C23CCCN(Cc2ccc(N(C)C)cc2)C3)c1 (stereo not drawn)
  Pf Dd2 inh: 11µM*
O=C(O)Cn1ccc2cc(OCc3cccc(-c4ccc(F)c(Cl)c4)c3)cnc21
  Pf Dd2 inh: -30%[44.1 µM]
CCN(C(=O)Cn1c(=O)nc(-c2ccccc2)c2cc(Cl)ccc21)c1cccc(C)c1
  Pf Dd2 inh: i
NCCC(=O)N1CCC(n2nccc2NC(=O)Nc2ccccc2Cl)CC1
  Pf Dd2 inh: -5%

As entered above.
Value of COc1ccccc1NC(=O)Cn1c(=O)n(CC(=O)NCc2ccccc2Cl)c(=O)c2sccc21 under Pf Dd2 inh: 21%
Value of CCc1cccc(C)c1NC(=O)C1CCN(S(=O)(=O)c2cc(Br)cc3c2N(C(C)=O)CC3)CC1 under Pf Dd2 inh: -25%
Value of CCc1ccc(CNC(=O)c2cnc3sc4cc(OC)ccc4n3c2=O)cc1 under Pf Dd2 inh: -5%
Value of O=C(O)Cn1ccc2cc(OCc3cccc(-c4ccc(F)c(Cl)c4)c3)cnc21 under Pf Dd2 inh: -30%[44.1 µM]
Value of COc1cccc(N2C(=O)NC(=NC3CCCCC3)C23CCCN(Cc2ccc(N(C)C)cc2)C3)c1 (stereo not drawn) under Pf Dd2 inh: 11µM*

Further results follow.
SMILES | Pf Dd2 inh
COc1cccc(C(=O)N2CCC(c3n[nH]c(=O)n3-c3ccc(C)cc3)CC2)c1 | i
CCOc1ccc(-c2oc3ccc(C)cc3c(=O)c2O)cc1 | -15%
COc1ccc(NC(=O)c2ccc(Cn3ccn4nc5c(c4c3=O)CCCC5)cc2)cc1OC | ?
OCc1cccc(-c2ccc3ncc(Nc4cccnc4)n3n2)c1 | -4%[44.1 µM]
Cc1cccc(OCCc2noc(C3CCNC3)n2)c1 (stereo not drawn) | i
O=C1N(CC2CC2)CCOC12CCN(Cc1ccc(F)c(Cl)c1)CC2 | ?
COc1ccccc1CNC(=O)CN1C(=O)COc2ccc(S(=O)(=O)NC3CCCC3)cc21 | 74%[activator]
CN1CC(=O)N(C2CCCNCC2)Cc2c1ncnc2N1CCc2ccccc2C1 (stereo not drawn) | ?
COc1ccc(CNC(=O)c2ccc3c(c2)N(Cc2ccccc2)C(=O)c2ccccc2S3=O)cc1 (stereo not drawn) | 44%[activator]
Clc1cc(NCCC2CCCCC2)n2nccc2n1 | -17%[44.1 µM]
COc1cccc(NC(=O)N[C@H]2C[C@@H](C(=O)N(C)CC(N)=O)N(C(=O)c3cnccn3)C2)c1 | -27%
CCc1nc2ccc(C(=O)NCc3ccccc3C)cc2nc1CC | ?
COc1ccc(-n2c(=O)c3c4c(sc3n3c(SC(C)C)nnc23)COC(C(C)C)C4)cc1 (stereo not drawn) | ?
COc1ccc(-c2nc(C)nc3c2CN(C(C)=O)CC3)cc1 | 23%[44.1 µM]
